M. tuberculosis GlmU: inhibition of mycobacterial GlmU enzyme – biochemical, glucosamine-1-phosphate acetyltransferase (AID 1376) | 0.25% of 220,000 active | M. tuberculosis GlmU acetyltransferase enzyme assay; higher % means a stronger effect | one-dose inhibition, %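 (tested at 30 µM in the primary screen)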; IC50 in µM for titrated hits | Bifunctional protein GlmU (Mycobacterium tuberculosis (strain ATCC 25618 / H37Rv)); in the data active = inhibition above about 13%;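 also: 0% = complete reaction with vehicle and 100% = reaction without substrate; strong numbers were not always called active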
Mtb RmlCD inh: M. tuberculosis RmlC/RmlD coupled enzyme inhibitors, primary screen, biochemical, compound mixtures, 384-well, from 1536-well plates. dTDP-4-dehydrorhamnose reductase (Mycobacterium tuberculosis (strain ATCC 25618 / H37Rv)) …. RmlC+RmlD coupled enzyme assay, percent inhibition; primary screen in compound mixtures. inhibition, % at 3.6 µM. 0.03% of 160,000 active; in the data active = inhibition mostly above about 34%, no sharp cut-off; also: some results filed as inactive read as strong as hits
Target sequence (P9WH09 whole entry, looked up): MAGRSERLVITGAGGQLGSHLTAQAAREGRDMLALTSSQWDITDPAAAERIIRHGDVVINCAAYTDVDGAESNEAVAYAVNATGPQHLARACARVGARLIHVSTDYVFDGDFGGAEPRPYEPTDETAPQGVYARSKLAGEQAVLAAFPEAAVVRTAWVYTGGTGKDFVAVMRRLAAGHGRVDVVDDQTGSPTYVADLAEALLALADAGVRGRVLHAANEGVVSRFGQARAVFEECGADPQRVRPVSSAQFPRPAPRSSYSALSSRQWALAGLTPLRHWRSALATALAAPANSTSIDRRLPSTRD
Target sequence (P9WH11 whole entry, looked up): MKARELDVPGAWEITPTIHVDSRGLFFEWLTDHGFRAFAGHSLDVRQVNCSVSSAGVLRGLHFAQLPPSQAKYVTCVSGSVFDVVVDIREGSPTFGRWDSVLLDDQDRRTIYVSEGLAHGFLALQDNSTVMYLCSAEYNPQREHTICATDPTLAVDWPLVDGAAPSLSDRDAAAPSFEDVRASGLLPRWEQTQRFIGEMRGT
Numbers without * were called inactive; / = not tested or not shown. The list is partial (hit frequency here may not be typical).

SMILES	M. tuberculosis GlmU	Mtb RmlCD inh
Cc1nn(-c2ccccc2)c2sc(C(=O)OC3CCOC3=O)cc12 (stereo unspecified)	-0.4%	9
CN(Cc1nc(-c2cnccn2)no1)Cc1n[nH]c2c1CCCCC2	2.8%	12
CC(=O)OC(COc1ccc(F)cc1)Cn1cnc2ccccc21 (stereo unspecified)	-0.9%	24
O=C(Nc1ccc(Br)c2ccccc12)c1ccc2ccccc2c1O	-1.3%	-4
O=C(N/N=C1\CCCc2ccccc21)C(O)c1ccccc1 (stereo unspecified)	-0.3%	5
CCN(CCCNC(=O)CCCn1c(=O)[nH]c2ccccc2c1=O)c1cccc(C)c1	-4.1%	8
CC(=O)N1C(=O)C2(Nc3ccccc3N2)c2ccccc21	-3.2%	9
Cc1cnc(C(=O)OCC(=O)NC23CC4CC(CC(C4)C2)C3)cn1	2.1%	-6
O=C(NCc1ccccc1)C1C(=O)N(Cc2ccccc2)C(=O)C1C1(O)CCCC1 (stereo unspecified)	4.5%	/
CCCCCOC(=O)CSc1nc2c(c(=O)[nH]c(=O)n2C)n1CCc1ccccc1	0.2%	-8
CCc1[nH]nc2c1C1(CCN(C(=O)c3ccccc3)CC1)C(C#N)=C(N)O2	-4.0%	/
Cc1cccc(NC2=NCC(=O)N2Cc2ccccc2)c1	3.2%	/
O=C(c1cc([N+](=O)[O-])ccc1N1CCOCC1)N1CCCC1	-1.3%	/
COc1cc(Br)cc(C=Nc2cccc(C(F)(F)F)c2)c1O	2.7%	20
CCN(CC)c1ccc(/C=N/NC(=O)CNC(=O)c2ccccn2)cc1	-1.1%	-6
Cc1nc2ccc(-c3nc4ccccc4[nH]3)cc2[nH]1	8.6%	4
CC(C)Nc1nnc(SC(C)C(=O)NCc2ccc3c(c2)OCO3)s1 (stereo unspecified)	-1.8%	/
COc1ccc(-c2nc(N=Nc3ccc(O)cc3)n[nH]2)cc1	3.6%	5
Cc1ccc(N2C(=O)NC(=O)/C(=C/C=C/c3ccco3)C2=O)cc1	0.0%	5
CCc1cccc(NC(=O)CS(=O)Cc2nc(-c3ccc(C)cc3)oc2C)c1 (stereo unspecified)	1.4%	8
Cn1c(=O)n(C)c2cc([N+](=O)[O-])c(N3CCN(C(=O)c4ccccc4Br)CC3)cc21	5.2%	15
CNC(=O)CSc1nnc(-c2ccc(S(=O)(=O)N3CCCC3)cc2)n1-c1cccc(C)c1C	-1.8%	13
O=C(O)C1C2CCC(C2)C1C(=O)NCCCn1ccnc1 (stereo unspecified)	0.8%	/
COc1ccc(Br)cc1CNC(=O)Cc1c(C(=O)O)[nH]c2ccc(Cl)cc12	-2.0%	-6
CC(NC(=O)c1cc2cc([N+](=O)[O-])ccc2oc1=O)C1CCCO1 (stereo unspecified)	-4.9%	11

Two compounds drawn at random from those above:
SMILES	M. tuberculosis GlmU	Mtb RmlCD inh
Cc1cccc(NC2=NCC(=O)N2Cc2ccccc2)c1	3.2%	/
CCN(CC)c1ccc(/C=N/NC(=O)CNC(=O)c2ccccn2)cc1	-1.1%	-6

Continuation:
SMILES	M. tuberculosis GlmU	Mtb RmlCD inh
COC(=O)COc1ccc(NC(=O)C2CCCO2)cc1 (stereo unspecified)	2.1%	8
O=C(CSCc1ccc(Cl)cc1)N1CCCCC1	6.2%	3
CCc1ccc(C(=O)c2cnc3ccc(OC)cc3c2N2CCN(CC)CC2)cc1	0.6%	8
C=CCn1c(O)c(C(C)=Nc2ccc(C(=O)OCC)cc2)c(=O)[nH]c1=O	0.5%	-7
Cc1ccnc(NC(=O)c2cccc(NC(=O)Cc3ccccc3)c2)c1	-1.7%	/
COC(=O)c1ccc(N=C2S/C(=C\c3cc(C)n(-c4cccnc4)c3C)C(=O)N2C)cc1	-5.7%	-10
CCOC(=O)c1cc2c(ccn2C)n1Cc1ccccc1Cl	-2.6%	2
Cc1nc(-c2cccc(S(=O)(=O)N3CC(C)OC(C)C3)c2)cs1 (stereo unspecified)	1.6%	/
O=C(Nc1ccc(N2CCN(C(=O)c3ccco3)CC2)cc1)c1ccccc1F	3.1%	10
CC(C)c1ccc2oc3nc(N)c(C(=O)O)cc3c(=O)c2c1	4.7%	-11
COc1ccc(Cn2cnc3sccc3c2=O)cc1	2.8%	9
CCN(CC)CCN1C(=O)C(=O)/C(=C(/O)c2ccc(OC)c(OC)c2)C1c1ccccn1 (stereo unspecified)	-2.2%	-13
O=C(NCCc1ccccc1)Nc1cccc(Cl)c1	-5.0%	8
Cc1ccc([N+](=O)[O-])cc1-c1ccc2cccc(C)c2n1	0.2%	-2
O=C(CCCOc1ccccc1)NCC1CCCO1 (stereo unspecified)	-4.9%	-3
CC1(C)CC(=O)C2=C(C1)OC(N)=C(C#N)C21CCC2(CC1)OCCO2	-1.9%	/
O=C(Nc1nnc(-c2ccccc2)o1)c1cccc(N2C(=O)CCC2=O)c1	5.9%	-9
Nc1nc(N2CCCCC2)nc(N2CCCCC2)n1	-1.5%	/
Cc1nc(=O)c(-c2ccccc2)c(C)n1CCCO	/	3
CC(C)C(=O)Nc1ccc(-c2ccc3nncn3n2)cc1	-0.8%	5
COC(=O)c1cc(NC(=O)CN(c2ccc(OC)cc2)S(=O)(=O)c2ccc(F)cc2)ccc1Cl	-4.3%	6
CCN(CC)C(=O)CSc1nnc([C@@H](N)C(C)C)o1	6.5%	-1
CCOC(=O)C1(CCOc2ccccc2)CCN(Cc2ccc3c(c2)OCCO3)CC1	-3.5%	6
Nc1ccc2c(c1)Nc1ccccc1CC2	2.0%	7
CN1C=C/C(=C\c2cc[n+](C)c3ccccc23)c2ccccc21	-9.6%	-7

Quoted from the listing, 5 compounds:
SMILES	M. tuberculosis GlmU	Mtb RmlCD inh
COC(=O)c1cc(NC(=O)CN(c2ccc(OC)cc2)S(=O)(=O)c2ccc(F)cc2)ccc1Cl	-4.3%	6
CCN(CC)C(=O)CSc1nnc([C@@H](N)C(C)C)o1	6.5%	-1
CCOC(=O)C1(CCOc2ccccc2)CCN(Cc2ccc3c(c2)OCCO3)CC1	-3.5%	6
Nc1ccc2c(c1)Nc1ccccc1CC2	2.0%	7
CN1C=C/C(=C\c2cc[n+](C)c3ccccc23)c2ccccc21	-9.6%	-7

Next entries:
SMILES	M. tuberculosis GlmU	Mtb RmlCD inh
CCN(CC)CCCN=Cc1c(O)n(CCc2ccc(F)cc2)c(=O)[nH]c1=O	1.3%	/
CCCCOc1ccc(C2CC(=O)NC2=O)cc1 (stereo unspecified)	2.3%	/
COc1ccc(-c2c(=O)n(OCc3nc4ccccc4[nH]3)c3ccccc3[n+]2[O-])cc1	5.4%	20
COC(=O)C(Cc1cnc(Cl)s1)(C(=O)OC)c1ccc([N+](=O)[O-])cc1	-2.6%	1
O=C(NCCCn1ccnc1)c1ccco1	2.6%	6
Cc1ccnn1CC(=O)N/N=C/c1ccc([N+](=O)[O-])s1	-4.8%	/
O=C(CSc1nc(-c2ccccc2)c(-c2ccccc2)o1)N1CCOCC1	-1.4%	60
Clc1ccc(N2COC3c4cccc5cccc(c45)C32)cc1 (stereo unspecified)	2.3%	/
CCCCN(CC)C(=O)/C=C/c1cccc([N+](=O)[O-])c1	-0.4%	/
Cc1ccc(CN(C(=O)c2csnn2)C(C(=O)NC2CCCC2)c2ccc(C)o2)cc1 (stereo unspecified)	-3.1%	/
Cc1ccc(S(=O)(=O)N(CC(=O)N2CCCC2)C2CCCCC2)cc1	5.5%	/
Nc1nc(C23CC4CC(CC(C4)C2)C3)cs1	6.5%	/
CCCCC(CCC(=O)Nc1ccccc1C(=O)OCC)C(=O)O (stereo unspecified)	-5.8%	27
O=C(Nc1ccncc1)c1cc(-c2ccccn2)nc2ccc(Br)cc12	-3.0%	-8
COc1ccc(Cl)cc1NC(=O)C(C)N1CCc2ccccc21 (stereo unspecified)	-7.7%	10
C/C(CC(=O)Nc1cccnc1)=N/NC(=O)COc1ccc(Cl)cc1Br	3.7%	-8
Cc1cccc2c(=O)cc(C)n(CC(=O)N3CCOCC3)c12	-6.2%	/
COc1ccc(NC(=O)Nc2ccc(C(C)C)cc2)cc1	0.5%	/
CNC(=S)N/N=C/c1cccc(OCc2ccccc2F)c1	-0.1%	-10
CCOc1ccc(-c2cc(C(=O)O)c3ccccc3n2)cc1	6.3%	/
C/C(O)=C(\C#N)c1nnc2n1CCCCC2	-2.1%	2
Cc1c(C(N)=O)sc(N)c1C(=O)OC(C)C	-2.6%	6
CCC(CO)Nc1nc(CN2CCCCC2)nc2scc(-c3ccccc3)c12 (stereo unspecified)	0.2%	-4
Cc1ccnc(NC(=O)CCC(=O)N(CC(=O)NC2CCCCC2)Cc2ccccc2)c1	7.3%	-9
CCO[C@H]1OC(C(N)=O)=C[C@@H](C2CC2)[C@@H]1CCCO	4.7%	/

Individual results from the list:
Value of `COC(=O)C(Cc1cnc(Cl)s1)(C(=O)OC)c1ccc([N+](=O)[O-])cc1` in Mtb RmlCD inh: 1
Value of `CCO[C@H]1OC(C(N)=O)=C[C@@H](C2CC2)[C@@H]1CCCO` in M. tuberculosis GlmU: 4.7%

Complete entries as entered above:
`CCOc1ccc(-c2cc(C(=O)O)c3ccccc3n2)cc1` across the screens: M. tuberculosis GlmU = 6.3%; Mtb RmlCD inh = /
`CCO[C@H]1OC(C(N)=O)=C[C@@H](C2CC2)[C@@H]1CCCO` across the screens: M. tuberculosis GlmU = 4.7%; Mtb RmlCD inh = /
`CCCCN(CC)C(=O)/C=C/c1cccc([N+](=O)[O-])c1` across the screens: M. tuberculosis GlmU = -0.4%; Mtb RmlCD inh = /

(listing goes on)
SMILES	M. tuberculosis GlmU	Mtb RmlCD inh
CCOC(=O)c1cccc(NC(=O)Cn2cc3c(n2)CCC(C)C3)c1 (stereo unspecified)	8.4%	/
Oc1cccc(CCC2CCCCN2Cc2cn[nH]c2-c2ccc3c(c2)OCO3)c1 (stereo unspecified)	-6.7%	/
Cc1ccc(-c2nc3ccc(NS(=O)(=O)c4ccccc4)cc3[nH]2)o1	4.7%	17
CCOc1cc(/C=N/NC(=O)CSc2cccc3cccnc23)ccc1O	-4.8%	2
O=C1CSC(c2cccc(F)c2)N1c1ccccc1F (stereo unspecified)	-2.8%	-10
COc1c(/C=N/NC(N)=S)c(C)nn1-c1ccccc1	-1.9%	-6
O=C(c1ccccc1F)N(Cc1ccc2c(c1)OCO2)Cc1cc2cc3c(cc2n2nnnc12)OCO3	-0.6%	15
COc1cccc(NC(=S)NN2CCN(C)CC2)c1	4.7%	-1
CC(C(=O)Nc1ccc([N+](=O)[O-])cc1)N1CCN(C/C=C/c2ccccc2)CC1 (stereo unspecified)	3.7%	-3
CCN(CC)/C(=N/O)NC(=O)NS(=O)(=O)c1ccc(C)cc1	-0.5%	-7
CCc1c(O)nc(SCC(=O)N2CCOCC2)n(-c2ccccc2)c1=O	2.5%	/
Cn1c(O)c(/C=N/N2CCOCC2)c(=O)n(-c2ccccc2)c1=S	1.3%	36
CN(C(=O)COC(=O)CNC(=O)c1ccc(Cl)cc1Cl)c1ccccc1	0.7%	6
Cn1c(=O)n(C)c2cc(NC(=O)CCl)ccc21	3.5%	/
O=C(OC1CCCCC1=O)c1ccc(S(=O)(=O)Nc2ccccc2)cc1 (stereo unspecified)	0.4%	5
COc1cccc(C(c2nnnn2Cc2ccccc2)N2CCN(C3CCCC3)CC2)c1OC (stereo unspecified)	2.4%	/
CCc1cc2cc(C)ccc2nc1SCC(=O)Nc1cc(C)on1	0.7%	/
CC(=O)N1c2ccccc2NC2=C(C(=O)CCC2)C1c1ccco1 (stereo unspecified)	-13%	-7
N/C(=N\O)c1ccncc1	5.6%	-12
O=C(C1CCN(S(=O)(=O)N2CCC3(CC2)OCCO3)CC1)N1CCC(Cc2ccccc2)CC1	2.3%	2
CCC(=O)OC1(C)C(=O)C=C2C=C(c3ccsc3)OC=C2C1=O (stereo unspecified)	5.6%	-7
N/C(=N\OC(=O)Cc1ccccc1)c1ccc([N+](=O)[O-])cc1	4.7%	2
Nc1cc(N)nc(CS)n1	2.7%	10
CC(C)N1CCC(=NNc2ccc(S(=O)(=O)N3CCOCC3)cc2[N+](=O)[O-])CC1	-5.1%	-4
Cc1[nH][nH]c(=O)c1C(c1ccc2c(c1)OCO2)c1c(C)[nH][nH]c1=O	-4.4%	8
The list goes on:
SMILES	M. tuberculosis GlmU	Mtb RmlCD inh
CCOC(=O)c1ccc(-c2ccc(/C=N/NC(=O)CN(c3cccc(C)c3)S(C)(=O)=O)o2)cc1	2.0%	13
CCN(CC)S(=O)(=O)c1ccc(C(=O)NCCc2ccccn2)cc1	-2.9%	-7
CCN(CC)C(=O)CSc1nc2ccsc2c(=O)n1CCCC(=O)NCCc1ccc(S(N)(=O)=O)cc1	-1.6%	0
O=C(NC(Cc1ccccc1)c1ccc2c(c1)OCCCO2)c1ccc(F)cc1 (stereo unspecified)	-4.2%	/
Cn1nnc2cc(C(=O)NC3CC3)ccc21	3.0%	14
Cn1nnc(NCc2cc(Br)ccc2OCc2ccccc2F)n1	0.9%	-10
Cc1cccc(CCNS(=O)(=O)c2ccc3c(c2)oc(=O)n3C)c1	2.1%	/
Cc1cc2c(ccc3c2no[n+]3[O-])nn1	-1.7%	7
CC1Cc2ccccc2N1C(=O)COC(=O)c1c2c(nc3ccccc13)CCCCC2 (stereo unspecified)	-3.4%	/
C=C(C)CN1CCN(S(=O)(=O)c2ccc(C)c(N(C)S(=O)(=O)c3ccc(C)cc3)c2C)CC1	-1.4%	-5
Cc1ccc(N2C(=O)C3C(c4ccccc4)(C2=O)C3(c2ccccc2)c2ccccc2)cc1 (stereo unspecified)	1.8%	/
O=C(NCc1nc2ccccc2[nH]1)c1ccco1	-2.5%	/
Cc1nn(-c2ccccc2)c(C)c1/C=N\NS(=O)(=O)c1ccc(Cl)cc1	-5.1%	11
O=[n+]1c2c(n([O-])c3c1CCCC3)CCCCC2	1.4%	-1
CN(C(=O)/C=C/c1ccc([N+](=O)[O-])s1)c1ccccc1	-5.0%	0
CCCn1c(SCC(=O)NCCc2ccc(OC)c(OC)c2)nc2c1c(=O)n(C)c(=O)n2C	0.5%	-3
